S100A4 MyoIIA: blocks human S100A4 binding to myosin IIA peptide | S100A4/TAMRA-MyoIIA peptide fluorescence polarization | inhibition, % at 10.7 µM | 360,000 tested, 0.14% active;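 active means mean inhibition of at least 70% across replicates, with every replicate also reaching that level; inconclusive means mean inhibition reaches 70% but some replicates fall short; inactive means mean inhibition below 70%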
Target sequence (P26447 whole entry, looked up): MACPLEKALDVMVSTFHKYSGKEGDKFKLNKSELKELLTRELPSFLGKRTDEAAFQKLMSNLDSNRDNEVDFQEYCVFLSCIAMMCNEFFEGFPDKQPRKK
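Test system – S100A4 monomer (human) · Compound – single-point compound testing · Schedule – 5 min incubation before reading · Probe or stimulus – TAMRA-labelled myosin IIA heavy-chain peptide probe, 5 nM · Benchmarks – neutral control DMSO, positive control TFP · Medium – Calcium-containing HEPES buffer, pH 7.2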
RAD52 anneal inh: RAD52 (human) annealing inhibition; P43351; recombinant RAD52 DNA annealing, FRET fluorescence; inhibition, % at 18.7 µM; 360,000 tested, 0.46% active; AID 651710;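 active means every replicate showing at least 50% inhibition; inconclusive means mean inhibition at least 50% but not in every replicate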
esBAF inh: SWI/SNF esBAF complex inhibition; 350,000 tested, 2% active; reporter increase, % at 12.5 µM; mouse ES cells, Bmi1-luciferase knock-in reporter, 24 h; 100% = twice the neutral-well signal; in the data active means activation above about 40%; inconclusive means no clear call, values can overlap the other calls;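 further: 0% = median of the plate's neutral control wells and 100% = double that signal; a rise in the Bmi1 reporter signal indicates esBAF inhibition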
XiGFP reactiv: X-chromosome reactivation activator. XiGFP mouse fibroblasts, % GFP-positive cells imaging, 3 d; cells co-treated with 5-aza-dC sensitizer; scaled so ellipticine positive control = 100%. activation, % at 7.58 µM. 360,000 tested, 0.055% active. AID 743238;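 active means mean normalized replicate activation at least 10% and every replicate at or above 10%; inconclusive means only one of the two criteria met; inactive means mean below 10% and not all replicates reach 10%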;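 further: 0% = median of on-plate neutral control wells and 100% = ellipticine 6 µM median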
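Assay system: SV40-immortalized XiGFP fibroblast cells, line 68-5-11; buffer or medium: DMEM plus 5-aza-dC sensitizer; compound: one concentration, pinned; timing: compounds 3 days, fix/stain 15 min at room temperature; benchmarks: positive control ellipticine, 6 µM final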
ERAP1 HTS inh: blocks human ERAP1 aminopeptidase activity; 340,000 tested, 0.15% active; inhibition, % at 10.7 µM; recombinant ERAP1, Leu-AMC fluorescence, 60 min; AID 652197; Q9NZ08;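 active means mean replicate inhibition of at least 30%, or all replicates individually reaching that 30% level; inactive means mean below 30% and not every replicate reaching it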;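 further: 0% = neutral control wells and 100% = L-leucinethiol positive control wells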
Target sequence (Q9NZ08 whole entry, looked up): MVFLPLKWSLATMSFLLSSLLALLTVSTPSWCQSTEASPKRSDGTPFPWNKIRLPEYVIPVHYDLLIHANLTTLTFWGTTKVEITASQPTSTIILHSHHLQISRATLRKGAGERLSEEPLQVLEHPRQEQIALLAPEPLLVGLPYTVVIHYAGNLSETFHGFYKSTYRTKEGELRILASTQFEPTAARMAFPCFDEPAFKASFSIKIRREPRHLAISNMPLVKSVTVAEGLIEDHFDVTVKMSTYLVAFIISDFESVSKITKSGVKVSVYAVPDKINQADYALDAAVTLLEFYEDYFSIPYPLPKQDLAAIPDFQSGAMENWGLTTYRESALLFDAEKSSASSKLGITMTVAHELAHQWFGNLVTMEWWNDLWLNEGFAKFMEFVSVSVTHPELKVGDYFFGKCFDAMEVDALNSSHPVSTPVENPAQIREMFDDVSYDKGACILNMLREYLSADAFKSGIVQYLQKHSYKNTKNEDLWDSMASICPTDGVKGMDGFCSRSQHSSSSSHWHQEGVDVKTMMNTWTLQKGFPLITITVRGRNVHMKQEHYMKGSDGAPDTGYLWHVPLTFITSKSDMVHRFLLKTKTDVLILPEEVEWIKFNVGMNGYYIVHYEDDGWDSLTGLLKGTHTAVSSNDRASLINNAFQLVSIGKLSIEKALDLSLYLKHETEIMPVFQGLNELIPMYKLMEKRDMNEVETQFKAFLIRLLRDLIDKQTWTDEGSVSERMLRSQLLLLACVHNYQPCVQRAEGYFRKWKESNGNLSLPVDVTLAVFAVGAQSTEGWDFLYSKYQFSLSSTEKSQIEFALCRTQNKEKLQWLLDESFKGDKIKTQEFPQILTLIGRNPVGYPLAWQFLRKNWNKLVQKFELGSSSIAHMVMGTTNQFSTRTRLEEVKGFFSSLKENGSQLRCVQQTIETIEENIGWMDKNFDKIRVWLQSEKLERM
ERp5 block: inhibitors of human ERp5; 350,000 tested, 0.05% active; Q15084; inhibition, % at 9.99 µM; ERp5 insulin aggregation, absorbance 650 nm, 90 min;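 active means mean replicate inhibition above about 25%, with every replicate also reaching it, limit read from the data, passing the limit was not always enough; inconclusive means only one of those two criteria met; inactive means neither criterion met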
E-selectin induc: induces E-selectin expression in human endothelial cells | HUVEC E-selectin immunofluorescence imaging; normalized: neutral wells 0, TNF-alpha wells 100 | 260,000 tested, 0.37% active | P16581 | activation, % at 7.58 µM;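 active means mean E-selectin-positive cell signal at least 10% of the positive control, reached in at least 60% of replicates, without over 20% cell loss; inconclusive means no rule given, readout overlaps actives, possibly toxicity-flagged; inactive means the rest, including those meeting only one limit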;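 further: in these data hits start at about 27%; measured in HUVEC primary endothelial cells; signal is the percent of cells scored E-selectin positive by PE staining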
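material = human umbilical vein endothelial cells (HUVEC), E-selectin induction | quantity = 3,000 cells/well | medium = EGM-2 growth medium on 0.1% gelatin-coated wells | technique = immunofluorescence imaging | read-out basis = % PE-positive cells | control set = TNF-alpha positive control, DMSO neutral control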
RAD54 inh: blocks human RAD54 Holliday junction branch migration; Q92698; FAM/BHQ fluorescence; inhibition, % at 10.4 µM; 360,000 tested, 0.14% active; AID 602329;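 active means mean normalized replicate activity at least 40 and at least half of replicates scoring 40 or more; inconclusive means only one of the two criteria met; inactive means mean below 40 and under half of replicates reaching 40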;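 further: 0% = median of neutral control wells and 100% = median of positive control wells; inhibitors cause a drop in the FAM fluorescence signal; in these data hits start at about 50%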
Starred values were filed as active, the others as inactive; ? = inconclusive; . = not tested or not shown; & = joins results of further samples.

Every second line gives: S100A4 MyoIIA	RAD52 anneal inh	esBAF inh	XiGFP reactiv	ERAP1 HTS inh	ERp5 block	E-selectin induc	RAD54 inh
1. O=C(CC1C(=O)NCCN1C(=O)Nc1ccc(F)cc1F)Nc1cc(Cl)ccc1Cl (centres undefined)
    17.7	-16.1	2.5	0.0	-0.4	-0.7	0.5	3.7
2. COC(=O)c1ccc(CN2C(=O)NC3(CCCCC3)C2=O)cc1
    -0.1	-4.2	72.5*	0.0	1.5	-8.4	.	.
3. COc1ccc(NC(=O)N(C)C[C@H]2Oc3ncc(C#CC(C)C)cc3C(=O)N([C@@H](C)CO)C[C@H]2C)cc1
    1.5	1.3	5.1	0.0	-0.7	0.6	-0.2	-2.3
4. O=C(NCC(O)c1ccc([N+](=O)[O-])cc1)C1=COCCO1 (centres undefined)
    8.1	-14.1	1.4	-0.1	0.4	-12.5	.	7.5
5. O=C(COC(=O)/C=C/c1ccccc1[N+](=O)[O-])NCC1CCCO1 (centres undefined)
    -4.1	-12.8	.	0.4	5.7	0.1	.	.
6. C[C@H](CO)N1C[C@H](C)[C@@H](CN(C)C(=O)Nc2cccc3ccccc23)Oc2c(NC(=O)Nc3ccc4c(c3)OCO4)cccc2C1=O
    3.4	0.0	5.0	-0.1	0.4	5.5	0.1	-1.7
7. COc1ccc(-c2ccc([C@@H]3[C@H](C#N)N(C(=O)c4cccnc4)[C@H]3CO)cc2)cc1
    12.3	-44.8	2.9	0.1	0.8	2.1	0.3	-17.0
8. CC(NC(=O)/C(C#N)=C/c1ccc(Cl)c([N+](=O)[O-])c1)c1ccccc1 (centres undefined)
    6.4	-11.0	.	0.7	0.1	3.5	-0.1	.
9. Cn1nnc2cc(C(=O)Nc3ccc4ccccc4c3)ccc21
    -1.5	5.5	.	0.0	2.8	3.1	?	.
10. COc1ccc(CCNC(=O)C2CCCN(S(=O)(=O)N3CC(C)CC(C)C3)C2)cc1OC (centres undefined)
    -1.5	-5.3	-5.2	0.1	0.4	1.5	.	-0.4

The list continues:
Every second line gives: S100A4 MyoIIA	RAD52 anneal inh	esBAF inh	XiGFP reactiv	ERAP1 HTS inh	ERp5 block	E-selectin induc	RAD54 inh
11. C[C@H]1CCCCO[C@H](CN(C)C(=O)c2ccncc2)[C@@H](C)CN([C@@H](C)CO)C(=O)c2cc(NC(=O)Cc3ccccc3)ccc2O1
    3.5	2.6	-5.1	0.1	-3.4	3.9	.	-6.9
12. O=C(C[C@H]1C=C[C@@H](NC(=O)c2cccc(F)c2)[C@H](CO)O1)NCc1ccc(Oc2ccccc2)cc1
    -0.1	12.4	-4.9	-0.3	3.9	-1.4	-1.0	-4.4
13. COc1cc(CCC(=O)NC2(C)CCS(=O)(=O)C2)cc(OC)c1OC (centres undefined)
    1.4	11.9	-3.5	0.1	1.2	-8.1	.	-1.3
14. COc1ccc2c(c1)C(O)C(CO)C(C(=O)O)C2 (centres undefined)
    -2.7	-14.2	.	-0.1	3.6	-3.1	2.3	.
15. CCc1nnc(SCC(=O)Nc2ccc(N3CCN(S(C)(=O)=O)CC3)cc2)o1
    1.9	6.0	-2.1	0.0	10.0	-4.3	-0.1	-34.9
16. CN1C(C(=O)NCCc2cccs2)CC2Cn3c(nc4ccccc43)C21 (centres undefined)
    -2.0	3.1	-6.3	0.0	-0.4	-3.2	0.2	6.7
17. Cc1ccc(S(=O)(=O)N(C)C[C@@H]2OCCCC[C@H](C)Oc3ccc(NC(=O)c4ccccc4)cc3C(=O)N([C@H](C)CO)C[C@@H]2C)cc1
    -7.4	-19.4	1.9	0.1	-0.7	-1.0	.	-10.8
18. COc1ccc(CCC(=O)N2c3ccccc3N=C(c3ccc4c(c3)OCO4)C2C(=O)Nc2ccc(OC)cc2)cc1 (centres undefined)
    -5.6	-48.4	.	0.2	1.8	-2.5	-0.3	.
19. CCNC(=O)OCc1cn(-c2ccc(Cl)cc2)nn1
    -1.6	-12.2	-3.7	0.1	6.2	6.7	.	.
20. C[C@@H]1CN([C@H](C)CO)C(=O)CCCn2cc(nn2)CO[C@H]1CN(C)S(=O)(=O)c1ccc(C#N)cc1
    -0.3&-2.0	-4.9&3.6	-8.0&-2.6	0.5&-0.4	-0.3&1.2	3.3&-7.6	1.1	-7.9&1.4

(list continues)
Every second line gives: S100A4 MyoIIA	RAD52 anneal inh	esBAF inh	XiGFP reactiv	ERAP1 HTS inh	ERp5 block	E-selectin induc	RAD54 inh
21. COc1ccccc1N1CCN(C(=O)CCCn2c(=S)[nH]c3ccccc3c2=O)CC1
    -1.2	-1.9	-5.7	0.4	0.7	-2.3	0.0	2.4
22. COC(=O)[C@@H]1[C@H]2C[C@H]3c4[nH]c5ccccc5c4CCN3C[C@@H]2CC[C@@H]1O
    -2.5	3.0	0.8	0.1	0.0	-2.3	4.6	1.2
23. CCOc1ccc(S(=O)(=O)N2CCN(CCNS(=O)(=O)c3ccc(C)cc3)CC2)cc1
    3.9	-8.1	-3.4	-0.1	-3.8	6.2	0.0	2.9
24. COc1cccc(N=Nc2ccc3cccnc3c2O)c1
    -0.5	-9.1	-12.7	4.1	3.4	1.5	.	3.9
25. C[C@H](CO)N1C[C@H](C)[C@@H](CN(C)C)Oc2cc(C#CCC3CCCC3)ccc2S1(=O)=O
    1.3	-8.7	-7.8	-1.2	4.8	-8.7	0.1	-3.3
26. CO[C@@H]1CN(C)C(=O)c2cc(NC(=O)c3cnccn3)ccc2OC[C@H](C)N(C(C)=O)C[C@@H]1C
    5.2	-21.1	-1.2	0.2	0.0	-5.9	-0.3	-9.0
27. C/C(=N\NC(=O)C(=O)N/N=C(\C)c1cccc(O)c1)c1cccc(O)c1
    0.7	-0.1	0.9	0.2	1.6	-2.3	.	1.4
28. Cc1cccc(NC(=O)CNC(=O)CNC(=O)Cc2ccccc2)c1
    9.9	-7.5	-2.8	0.0	1.3	-0.6	-0.4	-3.0
29. COc1ccccc1Nc1nc(N)nc(CN2CC(C)CC(C)C2)n1 (centres undefined)
    3.3	-16.0	-4.1	0.0	-0.7	1.8	2.6	-10.3
30. Cc1ccc(NC(=O)Nc2ccon2)cc1Cl
    0.7	-10.0	24.1	-0.1	-1.6	2.9	0.2	-5.3

The listing continues:
Every second line gives: S100A4 MyoIIA	RAD52 anneal inh	esBAF inh	XiGFP reactiv	ERAP1 HTS inh	ERp5 block	E-selectin induc	RAD54 inh
31. CN(CCc1ccccn1)C1CCCN(S(=O)(=O)c2ccccc2)C1 (centres undefined)
    -0.1	-1.0	.	0.0	-0.8	1.0	-0.1	-2.0
32. CC(=O)N(C)C[C@@H]1Oc2cc(C#CC3(O)CCCC3)ccc2S(=O)(=O)N([C@@H](C)CO)C[C@H]1C
    3.6	-4.8	-4.8	-0.9	-2.8	-1.0	0.1	-3.0
33. CCOC(=O)c1c(C)n2c3c(cc(C)cc13)CCC2
    1.8	-2.1	.	0.0	5.1	3.0	-1.2	-20.4
34. CC(=O)NN1C(=O)c2ccccc2NC1c1ccccc1 (centres undefined)
    -0.5	-8.7	2.3	0.3	2.8	1.4	0.4	-12.5
35. Cn1c(=O)oc2cc(S(=O)(=O)NCCC(=O)N3CCc4ccccc4C3)ccc21
    -1.6	1.6	-2.4	.	2.0	4.4	.	1.5
36. COc1ccc2c3c(n(C)c2c1)[C@H](CO)N(C(C)=O)CC31CN(Cc2ccccc2OC)C1
    -7.6	21.5	.	0.3	-0.5	11.3	-0.1	.
37. CC(C)(C)OC(=O)N1C[C@@]23C[C@H](c4cccc(F)c4)[C@@H](C[C@@H]2S1(=O)=O)O3
    -2.5	-13.7	.	-0.1	-2.5	1.2	0.0	.
38. COCCNC(=O)C[C@@H]1CC[C@@H]2[C@@H](COc3ccc(NC(=O)Nc4cccc(F)c4)cc3C(=O)N2C)O1
    8.4	-12.6	1.3	0.0	-3.0	-6.3	0.0	1.0
39. CCCCc1nc2cc(C(=O)NC3CCOC(C)(C)C3)ccc2o1 (centres undefined)
    1.7	0.8	13.7	0.0	5.6	0.0	0.3	8.2
40. CCCn1nc(C(=O)NNC(=O)CSCC(=O)Nc2cc(C)on2)c2ccccc2c1=O
    0.4	14.9	.	0.0	2.7	4.6	.	.

Only ERAP1 HTS inh and S100A4 MyoIIA, for two of the compounds above:
no.	Structure	ERAP1 HTS inh	S100A4 MyoIIA
17	Cc1ccc(S(=O)(=O)N(C)C[C@@H]2OCCCC[C@H](C)Oc3ccc(NC(=O)c4ccccc4)cc3C(=O)N([C@H](C)CO)C[C@@H]2C)cc1	-0.7	-7.4
18	COc1ccc(CCC(=O)N2c3ccccc3N=C(c3ccc4c(c3)OCO4)C2C(=O)Nc2ccc(OC)cc2)cc1 (centres undefined)	1.8	-5.6

Additional records
Every second line gives: S100A4 MyoIIA	RAD52 anneal inh	esBAF inh	XiGFP reactiv	ERAP1 HTS inh	ERp5 block	E-selectin induc	RAD54 inh
41. CCOc1ccc(NC(=O)CSc2nc3nc4c(cc3c(=O)n2CC)COC(C)(C)C4)cc1
    -1.4	-10.1	.	0.2	.	-4.8	-0.1	.
42. C[C@@H]1CN([C@H](C)CO)S(=O)(=O)c2ccc(C#CCN(C)C)cc2O[C@@H]1CN(C)C(=O)c1ccccc1F
    8.4	-11.4	-1.6	-1.1	3.6	4.5	0.2	-5.2
43. COc1cc(C2SCC(=O)N2CCN2CCCCC2)ccc1O (centres undefined)
    -3.8	-5.2	-3.2	0.0	3.3	4.2	.	-1.9
44. Cc1nc(-c2ccc(S(=O)(=O)Nc3cc(S(=O)(=O)N(C)C)ccc3C)s2)cs1
    -15.4	0.1	.	0.1	-0.5	-6.3	.	.
45. COc1ccc(CNC(=O)COC(=O)[C@H](Cc2c[nH]c3ccccc23)NC(=O)c2cccs2)cc1
    -0.5	-22.0	.	0.0	4.0	-3.0	.	-6.1
46. O=C(Nc1ccccc1C(=O)O)c1ccc(Br)o1
    -7.1	-6.1	22.7	.	-5.6	-2.9	.	0.7
47. CCc1nnc(NC(=O)c2ccc(COc3ccccc3C)o2)s1
    -4.9	2.6	4.6	0.2	-1.7	-2.8	.	-5.2
48. CC(C)CC(=O)N1CCN(Cc2ccccc2Br)CC1
    4.3	-21.0	0.0	0.1	0.5	-7.1	.	9.0
49. C[C@@H]1CCCCO[C@@H](CN(C)C(=O)Nc2ccc3c(c2)OCO3)[C@H](C)CN([C@@H](C)CO)C(=O)c2cc(NS(C)(=O)=O)ccc2O1
    3.1	-4.4	-1.3	.	-3.0	-2.7	.	5.7
50. O=C(CNCc1ccc(F)cc1)Nc1ccccc1-c1ccccc1
    3.2	7.2	.	0.0	-0.8	-2.9	1.6	2.1
51. O=C(C[n+]1ccccc1)N/N=C/c1cccc(Cl)c1Cl
    1.6	22.6	2.4	0.0	0.2	-3.7	-0.3	11.5

High-throughput results (PubChem BioAssay)
